# p53 reactivator: qHTS assay for re-activators of p53 using a Luc reporter | H1299 p53-A138V BP100-luciferase reporter, luminescence, 24 h | Potency, µM (top dose mostly 92.2 µM), inactives show at the top dose activity change, positive = activation, actives largely listed as activators | AID 504706, 2011 | 0.063% of 320,000 active; further: potency means the concentration at half of the fitted maximal effect; % of control where 0% means no effect; nearly all actives have a fitted effect of over 45% in size
#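 p53-null H1299 cells stably carrying temperature-sensitive p53-A138V and a BP100-luciferase reporter were pinned with compounds (4-point, 1:5 series) and held 24 hrs at 37 deg C. Luminescence was read 10 min after detection reagent.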
# Integrin act MD: qHTS for Activators of Integrin-Mediated Alleviation for Muscular Dystrophy; alpha7betagal myoblasts, beta-gal FDG fluorescence, 48 h; Potency, µM (highest dose often 38.3 µM), for inactives: top-dose activation, actives largely listed as activators; 0.064% of 350,000 active; AID 624291, 2012;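 further: potency means the concentration at half of the fitted maximal effect; 100% = response of the positive control SU9516; nearly all actives have a fitted effect of over 60% in size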
#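 Alpha7betagal+/- myoblasts (passage 13) were plated 16-24 hr, then exposed to compounds (1:260 dilution of DMSO stock) for 48 hours at 37C. After MPER lysis, β-galactosidase reporter activity was read as FDG fluorescence (ex 480/em 540) after 30 minutes.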
# uPA generation: qHTS for Inhibitors of Cell Surface uPA Generation. cell surface uPA generation assay, qHTS. Potency, µM (doses to about 38.3 µM), for inactives: top-dose activity change, negative = inhibition, actives largely listed as inhibitors. 0.31% of 330,000 active. AID 540303, 2011; active means well fitted inhibition curve with a large enough effect; inconclusive means small, poorly fitted or top-dose-only effect; inactive means no such curve, though single readings can be large or run the other way; tested in mouse RAW 264.7 cells; further: potency means the concentration at half of the fitted maximal effect; on the % scale 0 is the no-effect control and ±100 the full control effect; nearly all actives have a fitted effect of over 55% in size
# Eya2 phos inh: qHTS Assay for Inhibitors of the Phosphatase Activity of Eya2; Potency, µM (highest dose often 76.9 µM), for inactives: at the top dose activity, negative = inhibition, most hits filed as inhibitors; Protein phosphatase EYA2 (Homo sapiens), O00167; 0.006% of 330,000 active; recombinant Eya2, OMFP fluorescence dephosphorylation (OMFP is methylfluorescein phosphate); further: potency means the concentration at half of the fitted maximal effect; on the % scale 0 is the no-effect control and ±100 the full control effect
#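 Eya2 (0.2 uM) preincubated 10 min at ambient with compound, then OMFP substrate added at 50 uM; 10 min reaction in 50 mM HEPES pH 7.5, 50 mM NaCl, 5 uM MgCl2, 0.05% BSA, 1 mM DTT. Fluorescence read at Ex 485/Em 525 nm.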
# USP2a inh: qHTS Assay for Inhibitors of Ubiquitin-specific Protease USP2a Using CHOP2 as the Reporter. Ubiquitin carboxyl-terminal hydrolase 2 (Homo sapiens), O75604. USP2 core, Ub-CHOP2 coupled fluorogenic reporter, 485/531. Potency, µM (series often up to 38.3 µM), without a hit: top-dose activity change, negative = inhibition, hits mostly inhibitors. 0.01% of 330,000 active;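 further: potency means the concentration at half of the fitted maximal effect; plate controls were DMSO wells for no effect and full inhibition by NEM control for full effect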
#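 USP2 core (10nM final) preincubated 30min RT with compound in 20mM Tris-HCl pH 8.0, 2mM CaCl2, 2mM beta-mercaptoethanol, 0.05% CHAPS; 25nM Ub-CHOP2 plus 25nM reporter substrate added, fluorescence (Ex485/Em531) read after 60min.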
# BRCA1 expr act: qHTS Assay to Identify Small Molecule Activators of BRCA1 Expression; MCF7-BRCA1-FFLuc reporter, luminescence, 48 h; response scale: scaled: vehicle 0%, 10 µM genistein 100%; Potency, µM (series often up to 46.1 µM), inactives show at the highest dose activation, most hits filed as activators; 1.1% of 380,000 active; AID 624202, 2012; further: potency means the concentration at half of the fitted maximal effect; nearly all actives have a fitted effect of over 80% in size; some results filed as inactive show a strong effect at the top dose
#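 Luminescence from a BRCA1-driven firefly luciferase in MCF7 cells was read after 48 h compound exposure at 37 C. Data normalized against DMSO and a 10microM genistein activation control, then curve-fitted across the titration.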
# S-ASM inh: Inhibitors of Secretory Acid Sphingomyelinase (S-ASM): qHTS; Potency, µM (highest dose often 57.5 µM), for inactives: at the top dose activity change, negative = inhibition, usual class: inhibitors; 0.006% of 340,000 active; AID 504937, 2011; Sphingomyelin phosphodiesterase (Homo sapiens), P17405; placental ASM, HMU-PC fluorogenic substrate, 60 min; further: potency means the concentration at half of the fitted maximal effect
# Target sequence (P17405 47-631 limits assumed): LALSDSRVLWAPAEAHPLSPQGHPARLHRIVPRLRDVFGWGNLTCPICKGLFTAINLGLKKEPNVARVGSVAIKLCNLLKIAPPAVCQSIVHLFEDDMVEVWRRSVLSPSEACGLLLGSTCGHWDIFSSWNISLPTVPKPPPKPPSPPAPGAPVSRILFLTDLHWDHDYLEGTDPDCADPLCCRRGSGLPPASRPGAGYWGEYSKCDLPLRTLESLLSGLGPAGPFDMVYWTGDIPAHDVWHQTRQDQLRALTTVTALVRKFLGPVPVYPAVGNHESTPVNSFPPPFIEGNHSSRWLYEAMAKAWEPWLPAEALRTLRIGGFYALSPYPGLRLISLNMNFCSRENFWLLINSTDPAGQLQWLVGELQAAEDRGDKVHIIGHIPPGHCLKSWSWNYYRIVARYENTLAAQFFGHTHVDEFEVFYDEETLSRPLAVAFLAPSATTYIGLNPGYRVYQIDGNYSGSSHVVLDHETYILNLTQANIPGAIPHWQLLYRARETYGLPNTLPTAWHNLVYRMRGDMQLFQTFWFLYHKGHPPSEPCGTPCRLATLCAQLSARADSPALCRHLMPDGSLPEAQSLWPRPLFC
#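 Fluorescence read-out (Ex 386 nm, Em 447 nm) after stopping the reaction at pH 10. Enzyme: ASM from human placenta; substrate HMU-PC0, 9 uM final; 60 min, 37 °C. Compound preincubation 10 min, ambient temperature.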
# B2AR arrestin: qHTS assay of beta-arrestin-biased ligands of beta2-adrenergic receptor. AID 492947, 2010. Beta-2 adrenergic receptor (Homo sapiens), P07550. beta-arrestin recruitment to beta2AR, cell-based reporter. 0.02% of 330,000 active. Potency, µM (series often up to 46.1 µM), inactives show top-dose activation, most hits filed as activators;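 further: potency means the concentration at half of the fitted maximal effect; 0% = DMSO controls and full agonism = EC100 isoproterenol or metaproterenol; nearly all actives have a fitted effect of over 65% in size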
# TRPV1 agonist: HTS Assay for Compounds that Act as Agonists of the Vanilloid Receptor 1 | Transient receptor potential cation channel subfamily V member 1 (Homo sapiens), Q8NER1 | TRPV1-expressing cells, Fluo-8 calcium influx, agonist mode | activation, % at 8.33 µM | 0.19% of 320,000 active; in the data active means activation above about 80%; inconclusive means between about 30% and that limit; further: 0% is about no effect
#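 Fluo-8 calcium influx in TRPV1-expressing cells, kinetic read (ex 480/em 520 nm). Compound added and read 3 min for agonist activity, followed by capsaicin at EC20 final and 2 min further read for enhancement.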
# ELG1 genotoxic: qHTS screen for small molecules that induce genotoxicity in human embryonic kidney (HEK293T) cells expressing luciferase-tagged ELG1; 1.3% of 330,000 active; Potency, µM (titrated, usually from 46 µM), inactives show at the highest dose activity change, positive = activation, hits mostly activators; HEK293T ELG1-luciferase reporter, luminescence, 16 h; further: potency means the concentration at half of the fitted maximal effect; % of control where 0% means no effect; nearly all actives have a fitted effect of over 60% in size
#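 Screening used a luciferase reporter fused to human ELG1 in HEK293T cells. Luminescence was read on a CCD plate imager after 16 hr exposure and 30 min ONE-Glo incubation.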
# PTAP TSG101 blk: qHTS Assay for Iinhibitors of HIV-1 Budding by Blocking the Interaction of PTAP/TSG101. Tumor susceptibility gene 101 protein (Homo sapiens), Q99816. Fluorescence polarization, FITC-PTAP peptide / Tsg101 binding. Potency, µM (doses to about 115 µM), inactives show top-dose activity change, negative = inhibition, usual class: inhibitors. 340,000 tested, under 10 active. AID 493005, 2010; active means well fitted inhibition curve with a large enough effect in the main read-out, with a control signal flat, not every such curve was filed as active; inconclusive means small, poorly fitted or top-dose-only effect, or effect the other way, or a change in a side signal; inactive means no such curve, though single readings can be large or run the other way; further: potency means the concentration at half of the fitted maximal effect; % of control where 0% means no effect
# Target sequence (Q99816 whole entry, looked up): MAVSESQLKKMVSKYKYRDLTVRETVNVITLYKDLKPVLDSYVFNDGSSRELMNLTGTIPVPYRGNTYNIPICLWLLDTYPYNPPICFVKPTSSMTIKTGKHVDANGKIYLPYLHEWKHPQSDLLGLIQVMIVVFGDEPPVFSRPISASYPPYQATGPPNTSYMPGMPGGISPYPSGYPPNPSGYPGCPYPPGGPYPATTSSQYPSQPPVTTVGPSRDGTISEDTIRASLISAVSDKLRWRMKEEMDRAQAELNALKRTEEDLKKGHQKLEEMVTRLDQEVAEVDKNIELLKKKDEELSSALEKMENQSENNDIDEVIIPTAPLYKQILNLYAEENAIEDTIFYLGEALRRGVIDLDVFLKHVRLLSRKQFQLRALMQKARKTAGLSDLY
#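 Compounds were pin-transferred onto Tsg101 binding domain (10 uM final) in HEPES pH 7.5 buffer, then FITC-PTAP peptide was added at 50 nM final. After 20 min at RT, polarization reported peptide displacement across a qHTS concentration series.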
# * hit, by the source's call; ? = inconclusive; · = not tested or not shown; [ ] = another dose, or the depositor's remark. Unless noted, the call rests on the fitted dose curve; in most records, active means well fitted curve in the direction sought with a large enough effect; inconclusive means small, poorly fitted or top-dose-only effect, or another doubt; inactive means no such curve, though single readings can be large; an effect the other way counts as inactive or inconclusive.
nr	mol	p53 reactivator	Integrin act MD	uPA generation	Eya2 phos inh	USP2a inh	BRCA1 expr act	S-ASM inh	B2AR arrestin	TRPV1 agonist	ELG1 genotoxic	PTAP TSG101 blk
1	OCC[n+]1ccc(/C=C/c2c[nH]c3ccccc23)cc1	3%	-34%	0%	?	?	-29%	-15%	-0.7%	0	-8%	?
2	CCOc1ccccc1NC(=O)C1CCCN(c2c(CC)c(C)nc3ncnn23)C1 (centres undefined)	-6%	-22%	-3%	?	-1%	-6%	-2%	0.1%	0	-17%	-2%
3	CCCn1c(CCC(=O)O)nc2cc(S(=O)(=O)N3CCCC3)ccc21	-3%	-6%	5%	-9%	-1%	42%	5%	0.6%	-1	2%	3%
4	CCN1C(=O)[C@H]2[C@@H](c3ccc(-c4cccc(Cl)c4)cc3)N[C@@](CC(C)C)(C(=O)OC)[C@H]2C1=O	0%	1%	4%	9%	4%	-8%	-5%	0.1%	·	-7%	-7%
5	O=c1[nH]c2ccccc2nc1/C=C/c1ccc(Cl)cc1	13%	12%	-3%	-19%	2%	78%	·	-0.3%	0	9.2µM*	2%
6	COc1cc(/C=C/C(=O)c2cccc([N+](=O)[O-])c2)cc(OC)c1OC	-19%	-54%[inhibitor]	-13%	4%	0%	-36%	-10%	-0.2%	4	-8%	0%
7	Cc1ccc(/C=C/C(=O)OCC(=O)Nc2ccc3[nH]c(=O)[nH]c3c2)o1	5%	-4%	-3%	1%	0%	-5%	-1%	-0.5%	4	-1%	-2%
8	O=C(CNC(=O)C(c1ccccc1)c1ccccc1)N/N=C\c1cccc(O)c1	-5%	25%	-1%	2%	-4%	0%	-3%	15%	-7	-4%	-1%
9	COc1ccc(CNC(=O)CN2C(=O)NC3(CCCCCC3)C2=O)cc1	-6%	-14%	-4%	4%	2%	-43%	-7%	-0.8%	·	0%	1%
10	Cn1ncc2c(Nc3ccccc3Br)ncnc21	-4%	17%	-5%	13%	3%	-16%	0%	-0.3%	0	3%	-1%
11	Cc1sc2nc(-c3cccs3)nc(N3CCCN(C)CC3)c2c1C	-8%	·	·	4%	-8%	·	·	-0.1%	0	-3%	·
12	O=C(O)CCn1c(CO)nc2ccccc21	-1%	-18%	-5%	-2%	2%	-19%	-1%	0.0%	0	0%	1%
13	COc1ccc(NC(=O)CS(=O)c2ccc(Br)cc2)cc1 (centres undefined)	10%	?	8%	-3%	0%	-3%	4%	0.6%	8	2%	-4%
14	COc1ccc(Br)cc1CNC(=O)CCCc1cn(C)c2ccccc12	-5%	-1%	-4%	-8%	1%	-22%	4%	-3.8%	-2	-4%	-4%
15	N#C/C(=C\c1ccc(O)c(O)c1)C(=O)N1CCc2ccccc21	-6%	·	3.5µM*	15%	0%	0%	-11%	0.4%	23	-5%	0%
16	O=C(Nc1cccnc1)c1ccc(Br)c(S(=O)(=O)N2CCCC2)c1	-15%	30%	-5%	6%	4%	-28%	-2%	-0.1%	25	-12%	-4%
17	CC1CC(C)CN(CC(O)COCCOc2ccc(Br)cc2)C1 (centres undefined)	-11%	-41%	-2%	1%	3%	-20%	4%	-0.5%	6	-4%	-2%
18	CN1C(=S)SC(/[N+]([O-])=C\c2cccs2)C1(C)C (centres undefined)	3%	2%	-1%	-1%	-1%	1%	2%	-0.3%	1	0%	-6%
19	Cc1ccccc1NC(=O)Nc1cnccn1	-5%	8%	13%	-14%	-1%	3%	-1%	-0.6%	1	2%	-2%
20	COc1ccc(CCN(Cc2cc3cc(C)cc(C)c3nc2Cl)C(=O)C2CC2)cc1	5%	25%	-7%	-16%	-8%	-56%	-9%	-0.8%	-4	-1%	-8%
21	O=C(CCN1C(=O)CSc2ccccc21)Nc1ccc(OC(F)(F)F)cc1	-19%	-14%	-12%	-11%	3%	-12%	-5%	0.2%	-3	1%	-4%
22	COc1cccc(NC(=O)CNC(=O)c2cccs2)c1	?	-8%	-3%	6%	4%	?	1%	-0.5%	0	?	1%
23	CCc1cc(Cn2nc(-c3ccccc3)cc2C(=O)NCc2cccc(Br)c2)on1	-2%	-26%	?	-19%	3%	-67%	-17%	-0.6%	·	-10%	-1%
24	CC(=O)NC1(C(F)(F)F)C(=O)Nc2c1c(=O)[nH]c(=O)n2-c1ccccc1 (centres undefined)	4%	-6%	3%	-3%	-9%	-4%	3%	-0.4%	2	0%	0%
25	O=C(c1ccccc1)C1N=NCC1c1ccc(Cl)cc1 (centres undefined)	·	-2%	3%	·	·	-6%	-2%	·	·	·	-3%
26	Cc1cccc(N2CCN(C(=O)C3(S(=O)(=O)c4ccc(Cl)cc4)CC3)CC2)c1C	-5%	?	10%	-7%	0%	-19%	-4%	-0.2%	13	-14%	1%
27	Cn1c(CNC(=O)c2ccc(F)cc2)nc2ccccc21	-4%	1%	1%	-32%	1%	-6%	4%	0.0%	1	1%	-3%
28	CCn1cc(C(=O)NCCC(=O)NCCCO)c(=O)c2cc3c(cc21)OCO3	15%	18%	-4%	3%	3%	-8%	1%	-0.1%	1	0%	-6%
29	O=c1[nH]c(C2CCN(S(=O)(=O)c3cccc(C(F)(F)F)c3)CC2)nc2c1nnn2Cc1cccc(F)c1	-2%	-58%[inhibitor]	-9%	-16%	-11%	-58%	-15%	-0.9%	-2	-9%	-2%
30	CCOC(=O)N1CCN(C(=S)Nc2cccc(C)c2)CC1	-5%	-21%	-5%	-24%	1%	10%	3%	-0.4%	3	0%	-6%
31	Cc1cc(CN2CCCCC2)oc1C(=O)O	-4%	35%	8%	-3%	1%	21%	0%	-0.1%	-3	3%	2%
32	Cc1ccc(NS(=O)(=O)c2csc(C(N)=O)c2)cc1C	4%	-5%	2%	-1%	0%	-26%	2%	-0.8%	-6	-6%	0%
33	O=S(=O)(c1ccc(F)cc1)N1CCN(Cc2cc3c(cc2Br)OCCO3)CC1	20%	-34%	17%	-11%	2%	-21%	3%	0.2%	-8	-1%	-3%
34	c1ccc2c(c1)CCCN2Cc1nnnn1C1CCCC1	-2%	14%	-5%	7%	-1%	-33%	2%	-0.1%	9	0%	-6%
35	Cc1ccc(C(=O)OCC(=O)Nc2sc3c(c2C#N)CCCC3)cc1NC(=O)c1ccco1	9%	8%	-1%	-11%	0%	5%	-11%	-1.9%	-2	0%	1%
36	O=C(Cc1ccccc1)NC(Nc1cccc2ccccc12)C(Cl)(Cl)Cl (centres undefined)	-18%	20%	-1%	-8%	0%	-23%	-20%	0.4%	?	1%	-1%
37	CC/C(O)=C1\C(=O)CC(c2ccccc2)CC1=NCCc1c(C)[nH]c2ccc(C)cc12 (centres undefined)	-11%	0%	1%	2%	1%	17%	-2%	-0.9%	11	-6%	-2%
38	NC(=O)CCN1CCN(C(=O)c2ccc3nc(Cc4cccc(Cl)c4)oc3c2)CC1	2%	2%	-19%	-13%	4%	-9%	2%	-0.3%	1	5%	-2%
39	C=CCSc1n[nH]c(=O)n1-c1cccc(C(F)(F)F)c1	-11%	16%	-3%	-4%	3%	-26%	3%	0.6%	2	-4%	2%
40	C=CCn1c(SCC(=O)Nc2nnc(CC)s2)nnc1-c1ccncc1	-3%	3%	0%	4%	1%	-1%	1%	-0.1%	0	0%	-8%
41	Cc1cc(-c2nnc3sc(-c4ccc(Cl)cc4Cl)nn23)n[nH]1	-3%	3%	3%	17%[15.4 µM]	3%	-13%	0%	0.1%	25	3%	-4%
42	O=C(NC1CCCCC1)C(c1ccc2ncccc2c1)N(Cc1ccc2c(c1)OCO2)C(=O)c1cccs1 (centres undefined)	0%	-4%	-6%	?	0%	-54%	-3%	0.1%	·	-6%	-4%
43	O=C(N/N=C(\c1ccccc1)c1ccccn1)c1cccc([N+](=O)[O-])c1	?	14%	?	-6%	0%	-86%	-8%	0.2%	28	?	-4%
44	Cc1onc(-c2c(F)cccc2Cl)c1C(=O)NCc1ccco1	-26%	17%	6%	4%	-1%	9%	0%	-0.3%	7	-5%	0%

# Screening data (PubChem)
